Assay outcomes deposited in PubChem BioAssay by several laboratories.
Runt-CBFb FRET: Runt domain-CBFb interaction inhibition. inhibition, % at 20 µM. Q01196+Q13951. actives 0.46% (n = 220,000). Cerulean-Runt/Venus-CBFb FRET ratio 530/480, 1 h. AID 1496;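 active means inhibition over about 50% at 20 µM in the single-dose screen, limit read from the data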;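 further: 0% = DMSO wells and 100% = excess unlabeled CBFb competitor control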
Target sequence (Q01196 whole entry, looked up, the tested form may be a part): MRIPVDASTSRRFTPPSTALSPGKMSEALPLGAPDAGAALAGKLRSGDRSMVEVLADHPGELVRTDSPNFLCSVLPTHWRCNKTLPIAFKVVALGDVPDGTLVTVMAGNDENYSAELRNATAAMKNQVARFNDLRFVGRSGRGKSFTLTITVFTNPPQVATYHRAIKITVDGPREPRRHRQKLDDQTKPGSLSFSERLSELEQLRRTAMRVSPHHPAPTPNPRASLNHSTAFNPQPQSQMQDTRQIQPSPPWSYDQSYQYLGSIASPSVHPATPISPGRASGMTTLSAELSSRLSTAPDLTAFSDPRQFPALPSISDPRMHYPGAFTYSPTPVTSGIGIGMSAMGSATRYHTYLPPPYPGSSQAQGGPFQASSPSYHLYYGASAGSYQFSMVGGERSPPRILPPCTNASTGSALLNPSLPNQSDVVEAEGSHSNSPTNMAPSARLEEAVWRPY
Target sequence (Q13951 whole entry, looked up, the tested form may be a part): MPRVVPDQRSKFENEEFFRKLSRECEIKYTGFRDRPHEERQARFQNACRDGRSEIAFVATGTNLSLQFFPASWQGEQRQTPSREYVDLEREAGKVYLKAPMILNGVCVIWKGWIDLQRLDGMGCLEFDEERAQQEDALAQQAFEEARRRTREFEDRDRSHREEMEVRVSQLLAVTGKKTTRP
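Schedule: protein complex preformed 1 h, compound exposure 1 h, room temperature, dark; test system: Cerulean-labeled Runt domain protein; amount: 100 nM per protein; buffer or medium: Tris 50 mM pH 7.5, KCl, K2SO4, 0.01% BSA; read-out: loss of energy transfer signal; detection: FRET fluorescence; controls: 5 µM unlabeled CBFb as full-inhibition high control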
Hck-Nef inh: blocks Nef-activated human Hck kinase | P08631 | Recombinant Hck-YEEI plus Nef, Z-Lyte FRET kinase assay | inhibition, % at 20 µM | actives 0.68% (n = 220,000);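 active means Hck-Nef kinase inhibition above about 50%, limit read from the data; inactive means inhibition below that limit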;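 further: 0% = DMSO with Hck plus Nef and 100% = Hck alone without Nef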
FXIIa inh: inhibitors of human coagulation factor XIIa; P00748; purified FXIIa, Boc-QGR-AMC fluorogenic substrate, 2 h; inhibition, % at 5 µM; actives 0.3% (n = 220,000); AID 800; in the data active means inhibition above about 40%;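 further: 0% = enzyme with no compound and 100% = blank without enzyme; many of its hits are not listed in these tables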
14-3-3 Bad PPI: disrupts binding of bovine 14-3-3 zeta to phospho-Bad peptide. P63103. inhibition, % at 21.7 µM. TR-FRET 14-3-3zeta/Dy647-pBad peptide displacement, 1 h. actives 0.71% (n = 220,000);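 active means inhibition above about 70%, limit read from the data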;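 further: 0% = full 14-3-3 plus peptide FRET controls and 100% = background without 14-3-3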
Wee1 degr inh: human Wee1 degradation inhibition, primary screen. P30291. HeLa Luc-Wee1K328M stability, luciferase luminescence; 100% = proteasome inhibitor MG132 effect. reporter increase, % at 5 µM. actives 1.2% (n = 220,000);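 active means activation above the mean of all tested compounds plus 3 SD, set per screening run, cut at about 8.8% in these data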;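 further: cells exposed to compound for 20 h before luminescence read; 0% = DMSO alone and 100% = MG132 at 30 µM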
Runt-SMMHC FRET: Runt domain-CBFb-SMMHC interaction inhibition | Cerulean-Runt/Venus-CBFb-SMMHC FRET ratio 530/480, 1 h | Q01196+Q13951 | actives 0.74% (n = 220,000) | inhibition, % at 20 µM;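 active means mean inhibition across duplicate retests at 20 µM reaching about 50%, limit read from the data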;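 further: 0% = DMSO wells and 100% = wells with excess untagged CBFb-SMMHC; inhibitors lower the FRET ratio by blocking Runt binding to CBFb-SMMHC; some results filed as inactive read as strong as hits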
FXIa inh: inhibitors of human coagulation factor XIa | AID 798 | actives 0.14% (n = 220,000) | purified FXIa, Boc-Glu-Ala-Arg-AMC fluorogenic substrate | P03951 | inhibition, % at 5 µM;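 active means inhibition of at least 40%; inactive means inhibition below 40%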;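 further: fluorescence of freed AMC excited at 355 nm; 0% = enzyme without compound and 100% = no enzyme blank; many of its hits are not listed in these tables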
Thrombin inh: blocks human thrombin protease activity; P00734; alpha-thrombin, Boc-VPR-AMC fluorogenic substrate cleavage; inhibition, % at 5 µM; actives 0.26% (n = 220,000); AID 1046;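 active means inhibition at or above 40%; inactive means inhibition below 40%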;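 further: 0% = enzyme with no compound and 100% = wells without enzyme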
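signal = AMC fluorescence, 355/460 nm | material = human alpha-thrombin enzyme | control set = enzyme without compound as high, wells lacking enzyme as low | times = reaction at room temperature | read-out basis = percent inhibition scaled between no-compound controls and no-enzyme blanks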
KLK5 inh: kallikrein 5 (human) inhibition | actives 0.59% (n = 210,000) | recombinant hK5, fluorogenic AMC substrate cleavage | AID 873 | inhibition, % at 5 µM;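 active means inhibition of 40% or more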;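 further: 0% = enzyme controls without compound and 100% = no-enzyme blanks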
Target sequence (Q9Y337 67-293 limits assumed): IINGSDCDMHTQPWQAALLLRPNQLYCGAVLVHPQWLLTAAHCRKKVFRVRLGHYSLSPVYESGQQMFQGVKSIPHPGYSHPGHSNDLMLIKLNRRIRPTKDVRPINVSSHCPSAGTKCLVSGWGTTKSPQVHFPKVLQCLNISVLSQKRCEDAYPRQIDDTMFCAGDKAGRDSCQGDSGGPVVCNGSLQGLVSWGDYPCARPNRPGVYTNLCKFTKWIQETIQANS
Starred values were filed as active, the others as inactive; x = not tested or not shown; [ ] = dose if it differs, or a comment. Rows are unselected; overall some 4.2% were active at least once.

Runt-CBFb FRET	Hck-Nef inh	FXIIa inh	14-3-3 Bad PPI	Wee1 degr inh	Runt-SMMHC FRET	FXIa inh	Thrombin inh	KLK5 inh	SMILES
0	1	13	-1	0	0	-8	5	-4	Cc1cccc(/C(N)=N/OC(=O)CCCN2C(=O)c3ccccc3C2=O)c1
0	1	9	7	3	3	3	-4	-6	NC(=O)COC(=O)c1cc(=O)[nH]c2ccccc12
-1	8	14	-8	-1	0	8	1	12	CCOC(=O)C1CCN(c2cc(=O)n(-c3ccccc3Cl)c(=O)[nH]2)CC1
1	-1	-5	5	1	-2	-7	-2	-4	CCn1c(Cc2ccccc2)nnc1SCC(=O)NC(C)(C)C
0	1	15	-4	4	-2	2	-2	-4	O=C(NCc1ccc2c(c1)OCO2)c1cnc2n(c1=O)CCS2
0	3	19	6	-1	-8	15	2	-1	Cc1ccc(NC(=O)N2CCC(C(=O)Nc3ccc(C)cc3C)CC2)cc1
-1	2	5	12	2	1	-2	1	3	CCOc1ccc(NC(=O)c2cccc3c2C(=O)N(CCOC)C3)cc1
2	1	-2	8	-2	-2	-3	-5	-10	CCOCCCNCc1ccc(Cl)cc1
12	6	12	-1	1	2	2	1	2	O=C(/C=C/c1ccco1)N(Cc1cccc(Cl)c1)C1CCS(=O)(=O)C1 (stereo not drawn)
-1	18	7	-4	-3	0	-1	-6	2	O=C(O)c1cnn2c(-c3ccc(F)cc3)ccnc12
-2	-1	-8	13	1	-4	8	-2	-10	Cc1ccc(C)c(NC(=O)c2ccccc2NS(=O)(=O)c2cc([N+](=O)[O-])ccc2C)c1
-1	2	9	1[fluorescence artefact?]	-3	0	-6	-1	-13	COc1ccccc1C1=NOC(Cn2c(=O)c3c(ncn3C)n(C)c2=O)C1 (stereo not drawn)
1	6	1	5	1	5	-5	-4	-5	O=C(/C=C/c1ccccn1)c1cc(Br)ccc1O
-3	21	3	-3	-3	-1	-4	0	-3	COc1cc(SC)ccc1C(=O)Nc1ncc(C)s1
2	3	13	7	2	2	1	7	-2	Cc1cccc(Cn2cnc3ccccc32)c1
2	-3	30	-8	2	-4	8	10	x	O=C(/C=C/c1ccco1)Nc1ccc2nc3n(c(=O)c2c1)CCCC3
0	8	12	-3	0	-3	8	3	-7	Cc1cccc(C)c1NC(=O)CSc1cc(C(=O)c2nccn2C)c2ccccc2n1
88*	1	21	0	-1	38	9	-4	-2	COc1ccc(C2CC(=O)N3CN(c4ccc(C)c(Cl)c4)CSC3=C2C#N)cc1 (stereo not drawn)
0	5	11	5	-2	0	6	-2	14	NS(=O)(=O)c1ccc(NC(=O)CCc2ccccc2)cc1
-1	21	-54	-17	-2	-3	2	-9	4	O=C(Nc1ccccc1)/C(=C1\CCCN1)[N+](=O)[O-]
4	6	2	-11	-2	-1	-7	-7	-6	COc1ccc(C)cc1NC(=S)Nc1ccccc1SC
3	4	6	0	-3	0	-4	-2	-8	COc1ccc(N(C)S(=O)(=O)c2cccc(C(=O)NCC3CCCO3)c2)cc1 (stereo not drawn)
-4	-19	x	0	-3	3	-4	-6	-3	CCOc1ccc(CCNC(=O)COC(=O)c2cc(OC)cc(OC)c2)cc1OCC
1	3	2	-12	0	3	-3	-11	-26	Cc1c(C(=O)Nc2nc3ccccc3[nH]2)oc2ccc(Br)cc12
-1	0	15	-10	5	2	16	-7	-1	Cc1nn(Cc2ccccc2)c(C)c1CCC(=O)O
6	3	9	3	x	2	3	1	2	COc1ccc(C2/C=C\CN(S(=O)(=O)/C=C/c3ccccc3)CC(=O)N2Cc2ccc(F)cc2)cc1 (stereo not drawn)
1	-1	5	-5	1	-1	-7	-9	-2	CCOC(=O)c1sc(NS(=O)(=O)c2ccccc2)nc1C
20	25	-98	4	0	45	-40	-11	-288	Cn1c(C(=O)N2CCN(C(=O)c3ccco3)CC2)cc2c(=O)n3ccccc3nc21
0	0	4	-7	-4	-6	0	-2	3	CCCC(=O)N(c1ccc(OC)cc1)C1C=CS(=O)(=O)C1 (stereo not drawn)
-1	0	15	-15	0	6	-6	0	-22	CCOC(=O)C(C)n1cnc2c(cnn2-c2ccc(Cl)cc2)c1=O (stereo not drawn)

Look-ups from the results shown:
Value for O=C(/C=C/c1ccccn1)c1cc(Br)ccc1O in Wee1 degr inh: 1
Value for Cc1nn(Cc2ccccc2)c(C)c1CCC(=O)O in Hck-Nef inh: 0

Returning to the listing with the 4 entries that preceded the break.
Runt-CBFb FRET	Hck-Nef inh	FXIIa inh	14-3-3 Bad PPI	Wee1 degr inh	Runt-SMMHC FRET	FXIa inh	Thrombin inh	KLK5 inh	SMILES
1	-1	5	-5	1	-1	-7	-9	-2	CCOC(=O)c1sc(NS(=O)(=O)c2ccccc2)nc1C
20	25	-98	4	0	45	-40	-11	-288	Cn1c(C(=O)N2CCN(C(=O)c3ccco3)CC2)cc2c(=O)n3ccccc3nc21
0	0	4	-7	-4	-6	0	-2	3	CCCC(=O)N(c1ccc(OC)cc1)C1C=CS(=O)(=O)C1 (stereo not drawn)
-1	0	15	-15	0	6	-6	0	-22	CCOC(=O)C(C)n1cnc2c(cnn2-c2ccc(Cl)cc2)c1=O (stereo not drawn)
x	0	12	39	1	-84	4	-1	-14	N#C/C(=C\c1cccc(Oc2ccc(C(F)(F)F)cc2[N+](=O)[O-])c1)c1nc2ccccc2[nH]1
0	13	30	2	-2	0	31	4	26	COc1ccc(C)cc1NC(=O)NC(C)c1ccncc1 (stereo not drawn)
0	0	4	x	-1	0	-4	5	-11	CCCCNC(=O)C1CC(=O)N(CCC(C)C)C1 (stereo not drawn)
0	23	7	-7	2	2	0	-4	-1	Cc1ccc(C)c(NCC(O)c2ccccc2)c1 (stereo not drawn)
-3	14	-2	-11	2	0	-3	4	-16	CCNC(=S)Nc1ccc(OC(F)(F)F)cc1
-5	-5	x	-10	8	-4	4	-6	-1	Cc1nc(SCc2ccc(OCCC(C)C)cc2)n[nH]1
6	42	7	-7	2	2	-1	-5	1	O=C(NC1CCCCC1)C(c1ccc(O)c(O)c1)N(C(=O)Cn1nnc2ccccc21)c1cccc(O)c1 (stereo not drawn)
-7	14	5	-11	-1	-9	-3	-7	-8	Cc1cc(Cl)ccc1Oc1ccccc1C(=O)CC#N
2	16	6	5	7	-1	-2	-1	-2	COc1ccccc1C1=NOC(CN2C(=O)c3ccccc3S2(=O)=O)C1 (stereo not drawn)
18	10	6	4	4	9	4	-10	-17	c1ccc2c(C3=NNC(=NC4CC4)SC3)c[nH]c2c1
-1	-18	13	0	3	-3	7	4	-1	CS(=O)(=O)n1nc(-c2cccnc2)nc1NCc1ccccc1
28	5	1	4	-2	30	3	-4	-10	COc1ccccc1NS(=O)(=O)c1cc(NC(=O)Nc2cccc(C)c2)ccc1N1CCCCC1
2	17	5	4	1	-7	0	-2	0	COc1ccc(CC(=O)c2ccc(O)cc2O)cc1
2	1	5	-10	-2	-4	-2	-3	-16	COc1ccccc1N1CCN(C(=O)c2ccc3nc[nH]c3c2)CC1
-2	27	5	-2	1	-2	13	0	5	C=CCS/C(N)=N\N=C\c1cc(Br)cc([N+](=O)[O-])c1O
-2	1	4	-3	2	-1	0	-6	-26	Cc1ccc(OCCN2CCN(C(=O)CCC(=O)Nc3nnc(C(C)C)s3)CC2)cc1
-1	2	7	-19	5	1	2	-3	-14	CCOc1ccccc1C1CC(c2cccc(NS(C)(=O)=O)c2)=NN1C(=O)c1ccccc1 (stereo not drawn)
-3	-3	1	-8	0	4	17	-5	-9	CN(c1ccc(OCC(=O)OCC(=O)Nc2c(F)c(F)c(F)c(F)c2F)cc1)S(=O)(=O)c1ccc(F)cc1
2	26	8	1	6	-2	-2	-2	3	COC(=O)c1c(C)[nH]c(C(=O)C(C)OC(=O)C2=NNC(=O)CC2)c1C (stereo not drawn)
0	1	-6	-4	15*	0	-10	-19	-5	Cc1ccc(NC2=CC(=O)CC(c3ccc(Cl)cc3)C2)cc1 (stereo not drawn)
-4	17	6	-5	-2	0	-3	1	-5	CCOc1ccc(N(CC(=O)N/N=C/c2cc(Br)c(C)o2)S(C)(=O)=O)cc1
0	2	16	6	0	-5	4	2	-10	CC(C(=O)N1CCOCC1)N1C(=O)c2ccccc2C1=O (stereo not drawn)
1	-2	17	-7	-1	7	10	0	6	CCN1C(=O)CSc2ccc(C(=O)NCc3ccco3)cc21
0	10	1	-8	2	-2	-4	-10	-1	[O-]/C(=C(\C(=S)NCCN1CCOCC1)[n+]1ccccc1)c1ccc(Cl)s1
0	0	7	4	3	5	-1	-3	-7	Cc1[nH]c2ccccc2c(=O)c1SC(F)(F)C(F)C(F)(F)F (stereo not drawn)
-1	1	8	-2	0	1	-7	-9	-6	CCN1C(=O)C(CC(=O)Nc2ccc(F)cc2)N(Cc2ccc3c(c2)OCO3)C1=S (stereo not drawn)
-1	19	1	-10	0	-3	-10	-28	-4	CCC(C)(C)NC(=O)COc1ccc(OCc2ccccc2)cc1

Full records, quoted from the list.
[O-]/C(=C(\C(=S)NCCN1CCOCC1)[n+]1ccccc1)c1ccc(Cl)s1 as listed: Runt-CBFb FRET: 0; Hck-Nef inh: 10; FXIIa inh: 1; 14-3-3 Bad PPI: -8; Wee1 degr inh: 2; Runt-SMMHC FRET: -2; FXIa inh: -4; Thrombin inh: -10; KLK5 inh: -1
O=C(NC1CCCCC1)C(c1ccc(O)c(O)c1)N(C(=O)Cn1nnc2ccccc21)c1cccc(O)c1 (stereo not drawn) as listed: Runt-CBFb FRET: 6; Hck-Nef inh: 42; FXIIa inh: 7; 14-3-3 Bad PPI: -7; Wee1 degr inh: 2; Runt-SMMHC FRET: 2; FXIa inh: -1; Thrombin inh: -5; KLK5 inh: 1
COc1ccc(CC(=O)c2ccc(O)cc2O)cc1 as listed: Runt-CBFb FRET: 2; Hck-Nef inh: 17; FXIIa inh: 5; 14-3-3 Bad PPI: 4; Wee1 degr inh: 1; Runt-SMMHC FRET: -7; FXIa inh: 0; Thrombin inh: -2; KLK5 inh: 0
